HTR5A inv ag: HTR5A inverse agonism, opioid heterodimer counter-screen; P47898; AID 504634; inhibition, % at 9.3 µM; 0.083% of 340,000 active; HTR5A cell line, luminescence; in the data active = inhibition mostly above about 23%, no sharp cut-off; inactive = mostly below about 18%;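 also: 0% = cells with DMSO and 100% = no-cell wells with DMSO; some compounds called inactive have numbers as strong as hits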
CDK5 p35 inh: blocks human CDK5/p35 kinase activity | AID 488839 | Recombinant CDK5/p35, ADP-Glo luminescence, 60 min | inhibition, % at 10 µM | 0.01% of 330,000 active | Q00535+Q15078;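 active = highest replicate inhibition of at least 50% and at least 75% of replicates reaching 50%; inconclusive = only one of the two criteria met; inactive = both criteria failed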;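 also: plate controls were DMSO neutral control for no effect and GW8510 at 10 µM for full effect; many of its hits are not listed in these tables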
PKA-R1A activ: activators of PKA-R1A complex; PKA-R1A dissociation, Cy5-IP20 fluorescence polarization; scaled: DMSO 0%, 113 µM cGMP 100%; 0.083% of 340,000 active; activation, % at 11.4 µM; P00514+P68181; AID 504707;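 active = percent activation above the mean of all tested compounds plus 3 SD, cut at about 19% in these data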;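 also: higher means more PKAc released from R1A so a rise in polarization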
Tat transport: inhibitors of E. coli Tat protein transport. AID 488895. inhibition, % at 10 µM. 0.036% of 340,000 active. E. coli MC4100 TorA-mCherry Tat export, fluorescence;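 active = mean replicate inhibition at least 50% and at least half of replicates individually reaching 50%; inconclusive = only one of the two criteria met; inactive = neither criterion met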;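 also: exported cargo escapes ClpAP degradation while cytoplasmic cargo is degraded and loses fluorescence; 0% = median of neutral control wells and 100% = median of NaSCN control wells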
PKA-R2B act: activators of human PKA-R2B complex; activation, % at 11.4 µM; AID 504700; P22694+P31323; 0.079% of 340,000 active; PKA-R2B holoenzyme dissociation, Cy5-IP20 fluorescence polarization; R2B truncated from residue 108, S112A mutant; 0% DMSO only, 100% 113 µM cGMP;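 active = activation above a cutoff set at the mean over all compounds plus 3 SD, cut at about 18% in these data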;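 also: higher means more holoenzyme dissociation and a rise in polarization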
Mot1-301 SUMO: inhibitors of SUMOylation pathway: yeast Mot1-301 growth rescue; S. cerevisiae Mot1-301 growth rescue, ATP luminescence, 38.5C; percent above DMSO median, 100 means doubled; growth rescue, % at 18.8 µM; 1% of 320,000 active; AID 2716;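 active = every valid replicate shows activation above 250% relative to neutral control wells; inactive = the rest, any valid replicate at or below 250%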;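 also: OY570 slx delta 5 strain wells were the positive control but not used for scaling; some compounds called inactive have numbers as strong as hits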
HTR5A ag: counter-screen for OPRM1-OPRD1 agonists: human HTR5A agonism. P47898. HTR5A agonist assay, luminescence, cell-based. activation, % at 9.3 µM. 0.61% of 340,000 active. AID 504692; in the data active = activation mostly above about 9.5%, no sharp cut-off; inactive = mostly below about 7.6%;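 also: 0% = cells with vehicle only and 100% = reference agonist; strong numbers were not always called active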
E coli growth: reduces bacterial viability in AddAB counter-screen | 0.27% of 330,000 active | E. coli V3065 growth, OD600 absorbance, 18 h | inhibition, % at 11.9 µM;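 active = inhibition above the campaign's mean inhibition across all tested compounds plus 3 SD, cut at about 9.9% in these data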;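 also: uninfected addAB+ strain grown without phage in ampicillin broth; 0% = DMSO wells and 100% = ciprofloxacin 0.95 µg/ml wells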
DAGLB inhibitor: blocks human DAGLB lipase activity; Q8NCG7; HEK293T DAGLB membrane lysate, EnzChek fluorogenic substrate; inhibition, % at 5.17 µM; 0.059% of 340,000 active; in the data active = inhibition above about 34%;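 also: 0% = enzyme with vehicle and 100% = wells lacking enzyme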
Target sequence (Q8NCG7 whole entry, looked up): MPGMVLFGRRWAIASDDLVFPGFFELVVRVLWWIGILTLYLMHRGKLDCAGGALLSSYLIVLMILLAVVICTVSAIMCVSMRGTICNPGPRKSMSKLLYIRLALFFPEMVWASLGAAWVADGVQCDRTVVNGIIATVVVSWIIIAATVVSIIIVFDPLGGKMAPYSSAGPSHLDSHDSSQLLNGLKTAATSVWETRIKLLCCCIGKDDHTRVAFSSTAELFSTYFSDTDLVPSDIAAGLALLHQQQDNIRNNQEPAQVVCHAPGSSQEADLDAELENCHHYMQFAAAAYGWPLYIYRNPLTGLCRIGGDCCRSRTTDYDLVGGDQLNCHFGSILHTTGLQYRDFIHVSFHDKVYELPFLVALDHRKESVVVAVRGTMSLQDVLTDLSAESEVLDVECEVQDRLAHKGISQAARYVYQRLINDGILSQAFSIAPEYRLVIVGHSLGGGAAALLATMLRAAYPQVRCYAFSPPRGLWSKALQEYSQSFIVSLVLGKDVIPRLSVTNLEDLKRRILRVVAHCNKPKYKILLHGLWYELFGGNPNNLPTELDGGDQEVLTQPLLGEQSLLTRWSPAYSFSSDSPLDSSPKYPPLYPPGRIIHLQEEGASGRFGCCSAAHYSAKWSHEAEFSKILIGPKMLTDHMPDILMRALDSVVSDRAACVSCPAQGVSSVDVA
AddAB inh: less growth of phage-infected E. coli with AddAB; E. coli expressing H. pylori AddAB, absorbance growth; inhibition, % at 11.9 µM; 0.29% of 330,000 active; AID 435030; in the data active = inhibition above about 12%;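 also: 0% = vehicle wells of infected cells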
phage Ecoli inh: E. coli growth loss with phage present; 0.26% of 360,000 active; growth absorbance; inhibition, % at 11.9 µM; in the data active = inhibition above about 11%
* hit, by the source's call; ? = inconclusive; . = no result given. This is a random part of the collection. Share with any hit: about 2.3%.

SMILES	HTR5A inv ag	CDK5 p35 inh	PKA-R1A activ	Tat transport	PKA-R2B act	Mot1-301 SUMO	HTR5A ag	E coli growth	DAGLB inhibitor	AddAB inh	phage Ecoli inh
Cc1ccc2c(C)ccc(O)c2n1	-13	0.5	-1	-22	1	16	8	0.1	0	2.9	2.4
CCc1ccccc1NC(=O)/C(=C/c1ccco1)c1ccccc1	-13	1.7	2	5	7	17	0	2.2	-10	4.3	0.6
O=C(COC(=O)c1ccncc1)NCc1ccccc1	-3	-1.7	5	-18	-5	.	1	4.4	1	0.3	2.5
Cc1cc(C)n(CC(O)Cn2c(C)c(C)c3ccccc32)n1 (stereo unspecified)	-6	-2.6	-5	11	-7	17	2	-4.6	-2	-0.4	0.3
Cc1ccc(N2C(=O)C(Cl)=C(N3CCN(C)CC3)C2=O)c(C)c1	1	6.1	-16	-6	3	.	2	-0.1	1	2.3	3.7
COc1cc(C(C[N+](=O)[O-])c2c(-c3ccccc3)cc3ccccn23)cc(OC)c1OC (stereo unspecified)	15	-0.1	-1	-9	-5	-2	2	-1.6	-1	-0.2	0.5
CCN(CC(=O)NCc1ccc(Cl)cc1)C(=O)Cc1ccccc1[N+](=O)[O-]	-7	-0.9	-9	5	-1	-6	0	.	2	.	0.4
CCN(CC)C(=O)CSc1nnc(-c2cc(-c3ccc(Cl)cc3)nc3ccccc23)o1	-5	2.9	-7	-2	-12	0	2	-1.6	-2	-3.3	0.2
O=Cc1ccc(-n2cncn2)cc1	4	-2.5	1	5	-13	243	-4	-1.9	-2	3.5	0.5
CC1(C)C(=O)Nc2ccccc2N1C(=O)COC(=O)c1cc(Cl)cc(Cl)c1	4	2.0	-3	8	-12	-13	0	3.1	-5	2.0	0.8
CC1(C)CC(=O)C(C(C2=C(O)CC(C)(C)CC2=O)c2cccnc2)C(=O)C1 (stereo unspecified)	1	-0.5	-4	10	-5	1	3	-2.6	-2	4.8	0.4
COc1ccc(CCNC(=O)C2CC3Cn4c(nc5cc(C)c(C)cc54)C3N2C)cc1 (stereo unspecified)	-20	0.7	16	-14	2	14	3	-1.9	0	1.4	3.6
CCOC(=O)c1sc2ncnc(Nc3cccc(C(=O)O)c3)c2c1C	-9	0.3	-6	-6	1	3	2	0.8	-1	0.7	-0.1
CC1CCN(S(=O)(=O)c2nnc(NC(=O)c3cccc(Cl)c3)s2)CC1	-9	0.1	-2	?	2	3	1	-0.8	7	2.2	2.8
COC(=O)CC1COc2ccccc2N1C(=O)c1ccc(C(C)(C)C)cc1 (stereo unspecified)	-8	-2.9	1	15	2	-3	3	1.6	-13	0.0	-0.2
Cc1cccc(C)c1NC(=O)C1CCN(C(=O)c2cccs2)CC1	-37	0.4	8	6	2	-8	0	0.6	-3	1.7	1.4
Cc1nc(CNC(=O)c2ccccc2OC2CCN(S(C)(=O)=O)CC2)cs1	27	-2.4	-8	10	-5	133	2	1.0	0	1.8	1.2
Cc1ccc(CNC(=O)CN2C(=O)COc3ccc(S(=O)(=O)N4CCC(C)CC4)cc32)o1	26	1.0	-4	-5	-10	8	0	-3.2	-1	5.2	0.8
COc1ccc(NC2(c3ccccc3)OC(=O)c3ccccc32)cc1 (stereo unspecified)	6	0.4	0	-7	5	242	-2	-0.5	0	2.0	6.0
O=C(O)C1Cc2ccccc2CN1S(=O)(=O)c1ccc(Cl)cc1 (stereo unspecified)	-3	0.1	5	-7	-12	8	-10	-1.0	0	-1.0	4.3
COc1ccc(CNC(=O)C(c2cccs2)N(Cc2ccco2)C(=O)Cc2cccs2)cc1 (stereo unspecified)	15	0.1	7	7	-4	15	-5	-3.1	-3	-2.0	1.6
O=C(CSc1nnc(CNC(=O)c2c(F)cccc2F)o1)NCc1ccccc1Cl	-33	0.8	9	-10	7	-14	4	5.0	3	1.7	0.6
O=C(CC(=O)NCc1ccc(Cl)cc1)NCc1ccccc1	-6	-0.2	-2	1	-7	0	2	0.8	-2	-1.2	-1.4
O=C(O)c1cc(O)c2c(c1)C(=O)c1cccc(O)c1C2=O	3	0.2	-17	-12	5	-15	-1	1.9	4	-1.4	4.7
CCSc1nc2ccccc2n1C(=O)/C=C/c1ccc(OC)c(OC)c1	-6	-0.4	-9	12	-12	10	2	0.5	-6	0.5	2.0

Sorted by formula weight (low to high): eleven of the compounds above
SMILES	HTR5A inv ag	CDK5 p35 inh	PKA-R1A activ	Tat transport	PKA-R2B act	Mot1-301 SUMO	HTR5A ag	E coli growth	DAGLB inhibitor	AddAB inh	phage Ecoli inh
CCc1ccccc1NC(=O)/C(=C/c1ccco1)c1ccccc1	-13	1.7	2	5	7	17	0	2.2	-10	4.3	0.6
Cc1ccc(N2C(=O)C(Cl)=C(N3CCN(C)CC3)C2=O)c(C)c1	1	6.1	-16	-6	3	.	2	-0.1	1	2.3	3.7
Cc1cccc(C)c1NC(=O)C1CCN(C(=O)c2cccs2)CC1	-37	0.4	8	6	2	-8	0	0.6	-3	1.7	1.4
O=C(O)C1Cc2ccccc2CN1S(=O)(=O)c1ccc(Cl)cc1 (stereo unspecified)	-3	0.1	5	-7	-12	8	-10	-1.0	0	-1.0	4.3
COC(=O)CC1COc2ccccc2N1C(=O)c1ccc(C(C)(C)C)cc1 (stereo unspecified)	-8	-2.9	1	15	2	-3	3	1.6	-13	0.0	-0.2
CCSc1nc2ccccc2n1C(=O)/C=C/c1ccc(OC)c(OC)c1	-6	-0.4	-9	12	-12	10	2	0.5	-6	0.5	2.0
CCN(CC(=O)NCc1ccc(Cl)cc1)C(=O)Cc1ccccc1[N+](=O)[O-]	-7	-0.9	-9	5	-1	-6	0	.	2	.	0.4
CC1CCN(S(=O)(=O)c2nnc(NC(=O)c3cccc(Cl)c3)s2)CC1	-9	0.1	-2	?	2	3	1	-0.8	7	2.2	2.8
Cc1nc(CNC(=O)c2ccccc2OC2CCN(S(C)(=O)=O)CC2)cs1	27	-2.4	-8	10	-5	133	2	1.0	0	1.8	1.2
COc1cc(C(C[N+](=O)[O-])c2c(-c3ccccc3)cc3ccccn23)cc(OC)c1OC (stereo unspecified)	15	-0.1	-1	-9	-5	-2	2	-1.6	-1	-0.2	0.5
Cc1ccc(CNC(=O)CN2C(=O)COc3ccc(S(=O)(=O)N4CCC(C)CC4)cc32)o1	26	1.0	-4	-5	-10	8	0	-3.2	-1	5.2	0.8

(further entries)
SMILES	HTR5A inv ag	CDK5 p35 inh	PKA-R1A activ	Tat transport	PKA-R2B act	Mot1-301 SUMO	HTR5A ag	E coli growth	DAGLB inhibitor	AddAB inh	phage Ecoli inh
Cn1c(N)c(C(=O)CSc2nn(-c3ccc(F)cc3)c(=S)s2)c(=O)n(C)c1=O	14	0.7	8	-7	8	-10	-6	-2.3	-1	-1.1	-0.1
CCN1CCN(c2ccc(S(=O)(=O)N3CCCCC3)cc2NC(=O)Cc2c(Cl)cccc2Cl)CC1	-3	-0.9	5	-1	-3	6	1	-1.9	-1	-2.0	1.0
COc1ccc(CC(=O)Nc2ccc(/C(C)=N/NC(=O)c3ccc(OC)cc3OC)cc2)cc1	8	0.0	-14	-2	-4	9	-1	.	-2	.	-0.2
CCc1ccc(C(=O)C[n+]2cccc3cc(OC)ccc32)cc1	-4	-1.8	-4	3	2	10	1	.	2	.	4.3
Cc1cccn2c(=O)c3cc(C(=O)NC4CCCC4)sc3nc12	1	0.0	5	-1	9	34	-4	0.8	0	1.5	0.2
O=C(OCC(=O)N1c2ccccc2Sc2ccccc21)c1cccnc1	3	-0.2	0	-9	-4	0	1	1.4	-1	0.3	1.4
Cc1c(Cl)cccc1NC(=S)Nc1ccccn1	-4	1.5	-3	-11	-4	-22	2	0.5	-2	4.1	2.0
CN(C)CCN=Cc1c(O)n(Cc2ccc3c(c2)OCO3)c(=O)c2ccccc12	12	1.5	-9	7	-7	-18	6	-0.3	-2	1.6	3.4
O=S(=O)(Nc1ccc(N2CCOCC2)cc1)c1ccccc1	-1	-0.1	-10	0	-14	-6	-1	-0.6	2	0.8	0.9
O=C1C=C(N2CCN(C(=O)c3ccccc3)CC2)C2(CCCCC2)O1	-7	-0.1	11	0	-11	8	5	-1.1	1	5.5	-0.1
Cc1ccc(S(=O)(=O)N(CC(=O)NC2CCCCCC2)c2ccccc2F)cc1	-50	1.6	-10	-4	-7	-14	2	0.4	1	-1.0	3.1
CC(=O)N=c1c(C#N)cc2c(=O)n3ccccc3nc2n1Cc1ccccc1	-9	.	-4	-4	-5	-11	5	0.9	1	1.7	0.8
O=C(O)CCCCCNC(=O)c1cccc(Br)c1	-29	-0.8	-8	-1	1	9	0	0.2	1	-0.5	4.2
CCOP(=O)(c1ccc(N(C)C)cc1)C(O)c1cccnc1 (stereo unspecified)	-10	0.3	-8	-18	-2	-20	2	-0.6	2	-1.4	2.8
O=C(NC1CCCc2ccccc21)c1ccccc1 (stereo unspecified)	-17	0.5	-8	-3	-7	67	4	0.5	0	-0.6	1.9
CCCCCC(=O)Oc1cccc(N2C(=O)C3CCCCC3C2=O)c1 (stereo unspecified)	7	1.8	0	9	-14	266	-3	-1.7	-7	4.4	5.3
CN1CC(=O)N2C(c3cccc([N+](=O)[O-])c3)c3[nH]c4ccccc4c3C[C@H]2C1=O (stereo partly specified)	7	1.1	1	-4	-5	-7	-2	-0.3	2	-0.3	1.0
O=S(=O)(c1ccc(Cl)s1)N1CCN(c2ncccn2)CC1	-21	-2.0	-3	0	10	-7	-2	-3.2	-4	1.4	1.1

Screening data from PubChem.
